# Screens from PubChem.
# HIV RNase H inh = HIV-1 RT RNase H inhibitors, primary screen, biochemical, fluorescence | inhibition, % at 10 µM | 65,000 tested, 1.9% active | AID 565, 2006 | RT-RNase H RNA/DNA duplex cleavage | Gag-Pol polyprotein (Human immunodeficiency virus type 1 group M subtype B (isolate …; in the data active = inhibition above about 50%
# RmlC RmlD mix = RmlC and RmlD coupled enzyme inhibitors, primary screen, biochemical, 384-well, compound mixtures, retest | RmlC/RmlD coupled enzyme inhibition, 384-well mixture HTS | inhibition, % at 5.5 µM | 110,000 tested, 0.39% active | AID 1532, 2009; in the data active = inhibition above about 30%, passing the limit was not always enough; note: strong numbers were not always called active
# Numbers without * were called inactive; / = no result given. A portion of the library, so the mix of outcomes need not match the whole.
Compound	HIV RNase H inh	RmlC RmlD mix
COc1cc(/C=N/NC(=O)CSCc2ccc([N+](=O)[O-])cc2)cc(OC)c1OC	/	-8
CC(C)NC(=O)c1nc2ccccc2s1	-3	-8
O=C1c2ccccc2C(Nc2ccc3c(c2)OCCO3)N1c1ccccn1 (centres undefined)	0	-9
CCCCOc1ccc(CSC(=N)N)cc1[N+](=O)[O-]	/	9
CCOc1ccc(OCCCN(C)C)cc1	/	-2
Cc1c(C(=O)NCCC2=CCCCC2)cccc1[N+](=O)[O-]	/	-14
CCCn1c(-c2nonc2N)nc2ccccc21	/	3
Cc1cccc(N2C(=O)CCC2=O)c1	/	11
CC(C)(C)n1nnnc1C(c1cccs1)N1CCCc2ccccc21 (centres undefined)	4	4
CCOC(=O)c1sc2nc(CC(=O)OC)nc(NCC(=O)OC)c2c1C	-2	-5
Cn1c(=O)n(C)c2cc(/C=N/NC(=O)c3ccc(Cl)cc3Cl)ccc21	/	-7
COC(=O)c1ccccc1NC(=O)c1ccc(COc2cc(C)cc(C)c2)o1	/	-19
C/C(=C/c1oc2ccc(O)cc2c1[N+](=O)[O-])N(C)C	/	6
CCOc1ccc(OCc2ccc(C(=O)N3CCc4ccccc4C3)o2)cc1	/	-39
Fc1ccc(CSc2ncnc3nc[nH]c23)cc1	-26	-9
CCOCCCNC(=O)c1ccccc1SC	0	6
CCOc1ccc(CCNC(=O)CN2CCN(Cc3ccccc3C)C2=O)cc1OCC	-10	8
CC(C)c1cc(NCCCN2CCOCC2)n2c(nc3ccccc32)c1C#N	2	45*
CCOC(=O)C1=C(N)Oc2cc(C)oc(=O)c2C1c1cccnc1 (centres undefined)	2	5
CC(C)(C)NS(=O)(=O)c1cnc(Cl)c(Cl)c1	/	26
COc1cc(S(=O)(=O)N(Cc2ccc(C)cc2)C2CCCCC2)ccc1-n1cnnn1	3	3
CC(C)C[C@H](NC(=O)NCc1ccccc1Cl)C(=O)O	-2	-10
CCOC(=O)c1[nH]c(C)c(/C(O)=C2\C(=O)C(=O)N(CCN(C)C)C2c2ccc(C)o2)c1C (centres undefined)	-3	9
CSCC[C@H](NC(=O)NCc1ccccc1F)C(=O)O	0	-18
CCCn1nc(NC(=O)C2CCCO2)c2cc3cc(C)ccc3nc21 (centres undefined)	/	-27
Cc1nn2c(C)nc3sc4c(c3c2nc1=O)CC(C)(C)OC4	/	-7
CC(=O)COC(=O)CCc1nc2ccccc2[nH]c1=O	/	-5
COc1ccc2c(c1)oc(=O)c1cc(OC)ccc12	/	-107
O=C(Nc1ccc(F)cc1F)c1cc2n(n1)C(C(F)(F)F)C1CCCCC1N2 (centres undefined)	3	-4
COc1ccc(CC(=O)Nc2ccc(-c3cn4ccccc4n3)cc2)cc1OC	/	-7
COc1ccc(-c2cn[nH]c2N)c(OC)c1	-7	-12
COC(=O)CCCCCc1ccc(C(C)=O)s1	-11	44
COc1ccc(-c2c(C#N)c(N)nc3c2c(=O)n(C)c(=O)n3C)cc1	/	1
Cc1sc(C(=O)NCc2cccnc2)c2nc(C)n(CC(=O)NCc3cccnc3)c(=O)c12	-2	3
CCCCC(NC(C)=O)c1nc2ccccc2[nH]1 (centres undefined)	-6	5
Cc1cccc(NC(=O)CSc2ncnc3nc[nH]c23)c1	/	1
O=C(CSc1nc2ccccc2c(=O)n1-c1ccccc1)N1CCCC1	/	-8
Cc1ccc(OCCNC(=O)c2ccccc2N)cc1	-13	15
COc1ccc2[nH]c(=O)c(CN(CCO)C(=O)c3ccccc3F)cc2c1	-12	9
Cn1c(N2CCC(C(N)=O)CC2)nc2c1c(=O)n(Cc1ccc(Cl)cc1)c(=O)n2C	-5	-14
COc1ccc(NC(=O)C(CC(C)C)NC(=O)c2ccccc2C)cn1 (centres undefined)	6	-10
Cc1c(O)cccc1C(=O)N[C@@H](CSc1ccccc1)[C@H](O)CN1C[C@H]2CCCC[C@H]2C[C@H]1C(=O)NC(C)(C)C	/	-103
CCN1CCN(C(c2cccs2)C(C)NC(=O)CC(C)C)CC1 (centres undefined)	-14	-2
Cc1cc(NC(=O)C2CCCCC2)nc2c1c(=O)oc1ccccc12	-9	/
Cc1cc(C)n2nc(SCCC(=O)NCCc3ccccc3)nc2n1	/	-15
COc1ccc(NC(=O)CSc2nnc(-c3cccs3)n2C)cc1OC	-6	21
CCN(CC)S(=O)(=O)c1cccc(S(=O)(=O)N2CCCCC2)c1	/	-10
O=C(CN1CCN(CC(=O)Nc2ccccn2)CC1)Nc1ccccn1	2	-7

# Single records (already shown). Order of screens: HIV RNase H inh, RmlC RmlD mix
# COc1ccc(NC(=O)CSc2nnc(-c3cccs3)n2C)cc1OC in the list: -6, 21
# O=C1c2ccccc2C(Nc2ccc3c(c2)OCCO3)N1c1ccccn1 (centres undefined) in the list: 0, -9
# COC(=O)c1ccccc1NC(=O)c1ccc(COc2cc(C)cc(C)c2)o1 in the list: /, -19
# CC(C)c1cc(NCCCN2CCOCC2)n2c(nc3ccccc32)c1C#N in the list: 2, 45*
# Cc1nn2c(C)nc3sc4c(c3c2nc1=O)CC(C)(C)OC4 in the list: /, -7

# Later entries.
# Every second line gives: HIV RNase H inh	RmlC RmlD mix
c1ccc(-c2nc(-c3cccs3)[nH]c2-c2ccccc2)cc1
 : /	19
Cc1ccc(C)c(N(CC(=O)NCc2ccc3c(c2)OCO3)C(=O)CCC(=O)Nc2ccccn2)c1
 : -3	-7
C=CCNC(=S)Nc1cccc2ccccc12
 : /	12
O=C(NCCc1ccc(F)cc1)c1cccs1
 : /	15
O=C(CN(C(=O)Cn1nnc(-c2cccs2)n1)c1ccc2c(c1)OCCO2)NCC1CCCO1 (centres undefined)
 : /	1
Nc1nc(-c2ccco2)c(-c2ccco2)s1
 : -6	-14
OCCN1C[C@H](O)[C@@H](O)[C@H](O)[C@H]1CO
 : /	-15
O=C(c1ccco1)c1cc2c(ccc3ccccc32)oc1=O
 : /	37
NC(=O)CC(NC(=O)Cc1ccc(Br)cc1)c1ccc(N2CCN(c3ccccc3)CC2)c([N+](=O)[O-])c1 (centres undefined)
 : /	-2
COc1ccc(CC(=O)N2CCOCC2)cc1
 : /	13
COC(=O)c1ccc2nc(C(F)(F)F)[nH]c2c1
 : -3	/
COc1cc(=O)n(C)c2ccccc12
 : /	13
Cc1cccn2c(=O)c3cc(C#N)c(=O)n(CCCN4CCOCC4)c3nc12
 : -25	128
COc1ccc(C(=O)c2ccc(OC)c(OC)c2)cc1
 : /	-12
CCN(CC)CCNC(=O)c1ccc(NC2=NC3CS(=O)(=O)CC3S2)cc1 (centres undefined)
 : /	-9
CC(C)(C)c1ccc(-c2nc(-c3ccncc3)no2)cc1
 : -25	6
CCCc1nc2ccccc2n2cc3c(=O)n(C)c(=O)n(C)c3c12
 : -68	/
CCN(CC)S(=O)(=O)c1ccc(NS(=O)(=O)c2cccc(C)c2)cc1
 : -15	-6
C[C@@H](CO)NC(=O)c1ccc2c3n(nc2c1)-c1ccccc1CO3
 : /	-11
CCCCNC(=O)C1CC(c2cccc(F)c2)=NO1 (centres undefined)
 : /	4
CN(C)c1nc(C(=O)NN)nc(N(C)C)n1
 : /	23
COC(=O)C1=C(C)OC(N)=C(C#N)C1c1cc(OC)c(OCC(N)=O)cc1Cl (centres undefined)
 : 4	-4
COC(=O)c1cccc(C23CC4(C2)[C@H](CN(Cc2cccnc2)[C@@H]4c2ccccc2)C3c2ccc(Cl)nc2)c1 (some centres undefined)
 : /	-4
Cc1ccc(C(=O)CSc2nc(C)cc(=O)[nH]2)cc1
 : /	1
CC(O)c1nc2ccccc2n1C/C=C/c1ccccc1 (centres undefined)
 : -11	4
CC(c1nnc(Sc2nnnn2-c2ccccc2)n1-c1ccc(F)cc1)N(C)C (centres undefined)
 : 2	-11
Cc1sc2ncnc(OCC(=O)N3CCN(S(=O)(=O)c4ccccc4)CC3)c2c1C
 : -6	-8
CCn1ncc(/C=C/C(=O)NCc2cn(C)nc2C)c1C
 : /	-9
CC(=O)C1=C(O)C(=O)N(CCc2c[nH]c3ccccc23)C1c1cccc(O)c1 (centres undefined)
 : 7	9
O=C(O)c1cccc(Nc2ncnc3ccccc23)c1
 : -10	-12
COc1ccc(C(=O)NC2CCCCC2)cc1S(=O)(=O)N1CCCC1
 : -1	7
O=C(Nc1ccc(Br)cc1)C1CC=CCC1C(=O)OCC1CCCO1 (centres undefined)
 : /	-5
O=C(Cn1cc(C(F)(F)F)ccc1=O)N1CCN(S(=O)(=O)c2ccccc2)CC1
 : 1	6
O=C(Nc1cccc2ccccc12)N1CCN(c2ccccc2)CC1
 : 0	-2
CCOC(=O)N1CCN(S(=O)(=O)c2ccc(OC)c(Cl)c2Cl)CC1
 : -10	-12
CCN(CC(=O)Nc1ccccc1Br)Cc1nc2ccccc2c(=O)[nH]1
 : /	18
CCOc1ccc2c(c1)C(c1ccc(C)cc1)=NNC(c1ccc(OC)cc1)=N2
 : /	-14
COc1ccccc1NC(=O)COc1ccccc1
 : /	8
CCCOC(=O)C1C2C=CC(C2)C1C(=O)OCC(=O)c1ccccc1 (centres undefined)
 : /	7
C=CCNc1nc(-c2ccccc2)nc(-n2ccnc2)n1
 : -30	7

# Exported as labelled records: 2 of the compounds above
SMILES: CCN(CC(=O)Nc1ccccc1Br)Cc1nc2ccccc2c(=O)[nH]1
- HIV RNase H inh = /
- RmlC RmlD mix = 18
SMILES: CCOc1ccc2c(c1)C(c1ccc(C)cc1)=NNC(c1ccc(OC)cc1)=N2
- HIV RNase H inh = /
- RmlC RmlD mix = -14

# (listing goes on)
# Every second line gives: HIV RNase H inh	RmlC RmlD mix
Fc1ccccc1N1CCN(C2CCN(Cc3c[nH]c4ccccc34)CC2)CC1
 : 0	-6
CC(=O)NC(CCS(C)(=O)=O)C(=O)Nc1cccc(Cl)c1Cl (centres undefined)
 : -7	-9
Cc1ccc(-c2nc3cccnc3s2)cc1NS(C)(=O)=O
 : /	7
COc1ccc(-c2nc(C(N)=O)c3[nH]c(=O)n(-c4cccc(C)c4)c3n2)c(OC)c1
 : -17	-17
COCCNC(=O)C(c1ccncc1)N(C(=O)Cn1nnc2ccccc21)c1ccc(OC)cc1 (centres undefined)
 : 7	-10
O=C(C1=C(O)C(=O)N(CCN2CCOCC2)C1c1cccs1)c1cc2ccccc2o1 (centres undefined)
 : 5	/
CN(CC(=O)NCc1ccncc1)S(=O)(=O)c1ccc(F)cc1
 : /	13
O=c1oc(-c2cccs2)nc2sc3c(c12)CCCCC3
 : -6	16
O=C(Cn1cc2c(n1)CCCC2)N1CCOCC1
 : 4	-5
CC(C)C(=O)Nc1cccc(NC(=S)NC(=O)c2ccccc2Cl)c1
 : /	-2
Cc1cc(N2C(=O)C(=O)/C(=C(/O)c3ccc(F)cc3)C2c2cccc(Br)c2)no1 (centres undefined)
 : 6	12
O=C1c2ccccc2C(=O)N1CCCCSc1nnc2ccccn12
 : -58	1
O=S(=O)(Nc1ncnc2c1oc1ccccc12)c1ccc(Cl)s1
 : -5	7
Cn1c(C(=O)OC(C(=O)NC2CCCCC2)c2cccnc2)cc2sccc21 (centres undefined)
 : /	17
CC1CCCN(S(=O)(=O)c2cccc(-c3cn4cccnc4n3)c2)C1 (centres undefined)
 : -2	/
OCCN1CN=C(Nc2nc3ccccc3s2)NC1
 : 7	5
CCCCn1c(O)c(C(CC)=Nc2ccc(C(=O)O)cc2)c(=O)[nH]c1=O
 : -10	12
Cc1ccc(-c2noc(C3CCCN(C(=O)c4c(F)cccc4F)C3)n2)cc1 (centres undefined)
 : -8	-10
CON(C)c1nc(OCCNC(=O)COc2ccc(Cl)cc2C)nc(N(C)C)n1
 : -3	-12
CCOc1ccccc1C(=O)N1CCN=C1SCc1cccnc1
 : -28	2
CCCC1CC(C)(c2csc(Nc3ccc(OCC)cc3)n2)OC1=O (centres undefined)
 : /	8
Cc1cccc(-n2ccnc2SCC(=O)Nc2nccs2)c1C
 : -41	-16
COc1ccc(CN2[C@@H](CC(C)=O)c3cc(C(F)(F)F)ccc3S2(=O)=O)cc1
 : /	7
Cc1cc(C(=O)Cn2nnc3ccccc3c2=O)c(C)n1Cc1cccs1
 : -17	14
CCc1cc(=O)oc2cc(OCC(=O)N3CCCc4ccccc43)ccc12
 : -55	4
O=C(NCC1COc2ccccc2O1)c1ccccc1 (centres undefined)
 : -8	4
O=C(NCc1ccc2c(c1)OCO2)c1ccc(COc2cc(Cl)ccc2Cl)o1
 : /	-15
CC(C)C(=O)Nc1sc2c(c1-c1nc3ccccc3[nH]1)CCCC2
 : /	-50
CCNC(=S)NNC(=O)c1ccccc1OC(F)F
 : /	-10
Cc1ccc(-c2cc(C(=O)Nc3nn[nH]n3)c3ccccc3n2)cc1
 : /	7

# An excerpt of these results, field by field:
> CCCC1CC(C)(c2csc(Nc3ccc(OCC)cc3)n2)OC1=O (centres undefined)
  HIV RNase H inh: /; RmlC RmlD mix: 8

> CCNC(=S)NNC(=O)c1ccccc1OC(F)F
  HIV RNase H inh: /; RmlC RmlD mix: -10

> CC(C)C(=O)Nc1sc2c(c1-c1nc3ccccc3[nH]1)CCCC2
  HIV RNase H inh: /; RmlC RmlD mix: -50

> O=C(NCC1COc2ccccc2O1)c1ccccc1 (centres undefined)
  HIV RNase H inh: -8; RmlC RmlD mix: 4

# More compounds.
# Every second line gives: HIV RNase H inh	RmlC RmlD mix
Cn1c(C(=O)N2CCN(c3ccc(Cl)cc3)CC2)cc2c(=O)n(C)c3ccccc3c21
 : 0	/
Cc1cc(C)nc(N2CCN(c3ncnc4c3oc3ccccc34)CC2)n1
 : 4	/
Cn1c(=N)n(CC(O)c2ccco2)c2ccccc21 (centres undefined)
 : -2	-2
COc1cccc(NC(=O)Nc2ccc3c(c2)nnn3C)c1
 : /	-9
COC(=O)Cn1c(=NC(=O)CSCC(=O)Nc2cc(C)on2)sc2ccccc21
 : -4	-5
N/C(=N\OC(=O)c1ccco1)c1ccccc1
 : /	-1
